Bioassay records (PubChem)
IL-1B inflam inh: qHTS for Inhibitors of Inflammasome Signaling: IL-1-beta AlphaLISA Primary Screen | THP-1 LPS/ATP IL-1B secretion, AlphaLISA, 16 h; stronger effect = lower value | AID 743279, 2014 | activity change, % at 57.5 µM | actives 4.7% (n = 360,000); in the data active means activity change below about -50%; inconclusive means mostly about -30% to -49%; further: on the % scale 0 is the no-effect control and ±100 the full control effect
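Secreted IL-1B measured by AlphaLISA bead assay after 16 h compound exposure of THP-1 cells; compounds (final up to 57.5 uM) added 1 h before LPS (250 ng/mL) and ATP (1.25 mM) stimulation; lower signal means less secretion.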
HepG2 tox: qHTS for Inhibitors of TGF-b: Cytotox Counterscreen. HepG2 CAGA-GFP viability, ATP luminescence, 18 h. Potency, µM (series often up to 46.1 µM), for the others: at the highest dose activity change, negative = cytotoxicity, hits mostly cytotoxic. actives 0.76% (n = 410,000). AID 588856, 2011; further: potency means the concentration at half of the fitted maximal effect; some results filed as inactive show a strong effect at the top dose
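CellTiter-Glo luminescence gave cytotoxicity after 18 hours at 37 degrees C. The cells were HepG2 CAGA-GFP in 1% FBS DMEM, stimulated with 500 pg/mL TGF-beta after compound addition. %Activity was normalised to no-cell wells (complete cell-killing) and DMSO (no toxicity), and curves were fitted and classified.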
HT1080 IDH1KD tx: qHTS for induction of synthetic lethality in tumor cells producing 2HG: qHTS for the HT-1080-IDH1KD cell line. actives 2% (n = 360,000). AID 686971, 2013. Potency, µM (top dose mostly 46.1 µM), for the others: at the highest dose activity, negative = toxicity, usual class: cytotoxic. HT-1080 IDH1 knockdown viability, ATP luminescence, 48 h;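 further: potency means the concentration at half of the fitted maximal effect; 0% = DMSO wells and -100% = cell-free medium wells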
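IDH1KD HT-1080 cells, 750/well, RPMI + 5% FBS; compound pinned after 2 h settling; 48 h, 37 °C; CellTiter-Glo luminescence; % activity normalised to DMSO and no-cell wells; curves fitted, classed by r2 and efficacy.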
S2 tox: Viability Counterscreen for Primary qHTS for Inhibitors of ATXN expression | S2 cells (HEK-293 line with an ATXN2-luciferase reporter) viability, CellTiter-Fluor protease fluorescence, 24 h | Potency, µM (highest dose often 56.7 µM), usual class: cytotoxic | actives 0.49% (n = 400,000) | AID 651635, 2014; further: potency means the concentration at half of the fitted maximal effect; nearly all actives have a fitted effect of over 40% in size
SW480 rerep: A quantitative high throughput screen for small molecules that induce DNA re-replication in SW480 colon adenocarcinoma cells; SW480 DNA re-replication, Hoechst DNA content imaging, 48 h; Potency, µM (highest dose often 46.1 µM), without a hit: at the highest dose re-replication activation, actives largely listed as activators; actives 1.8% (n = 340,000); further: potency means the concentration at half of the fitted maximal effect; % of control where 0% means no effect; nearly all actives have a fitted effect of over 55% in size
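Hoechst fluorescence of nuclei (405 nm excitation, 500-530 nm emission) measured by plate-scanning imager after 48 hr compound exposure at 37 C; re-replication scored as increased number of nuclei with elevated intensity.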
ATXN2 expr inh: Primary qHTS for Inhibitors of ATXN expression; actives 0.72% (n = 360,000); HEK-293 ATXN2-luciferase reporter, luminescence, 24 h; Potency, µM (doses to about 57 µM), for the others: at the highest dose activity change, negative = inhibition, usual class: inhibitors; further: potency means the concentration at half of the fitted maximal effect; on the % scale 0 is the no-effect control and ±100 the full control effect; nearly all actives have a fitted effect of over 55% in size
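qHTS (up to 57 uM final) was run with 24 h compound exposure of reporter cells at 37 °C. Each well was multiplexed: SteadyGlo luminescence measured ATXN2-luciferase expression after a fluorogenic Gly-Phe-AFC viability readout (25 uM final).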
KB-3-1 tox: qHTS assay for MDR1-selective chemotherapeutics: Primary screen using the parental adenocarcinoma cell KB-3-1; KB-3-1 viability, CellTiter-Glo ATP luminescence, 72 h; Potency, µM (series often up to 46.1 µM), for inactives: at the top dose activity change, negative = cytotoxic, actives largely listed as cytotoxic; actives 1.4% (n = 400,000); AID 1347075, 2019; further: potency means the concentration at half of the fitted maximal effect; on the % scale 0 is the no-effect control and ±100 the full control effect; nearly all actives have a fitted effect of over 60% in size
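Using CellTiter-Glo luminescence, growth of non-resistant KB-3-1 adenocarcinoma cells is assessed 72 h after pin-tool compound addition at 37 °C. Normalized responses across the concentration series yield fitted curves.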
HT1080-NT tox: qHTS for induction of synthetic lethality in tumor cells producing 2HG: qHTS for the HT-1080-NT fibrosarcoma cell line; HT-1080-NT fibrosarcoma viability, CellTiter-Glo ATP luminescence, 48 h; Potency, µM (series often up to 46.1 µM), without a hit: top-dose activity, negative = less viability, actives largely listed as cytotoxic; actives 1.6% (n = 360,000);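 further: NT is the 2HG producing partner of a matched IDH1 knockdown line; potency means the concentration at half of the fitted maximal effect; 0% = DMSO-treated cells and -100% = media-only wells without cells; nearly all actives have a fitted effect of over 55% in size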
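Compounds were tested in concentration-response format on HT-1080-NT cells for 48 hours at 37 degrees C. Cell viability came from CellTiter-Glo luminescence; curves were classified by r2, response magnitude and activity.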
MCF10A rereplic: A quantitative high throughput screen for small molecules that induce DNA re-replication in MCF 10a normal breast cells. MCF 10A DNA re-replication, Hoechst nuclear intensity, 48 h. Potency, µM (doses to about 46.1 µM), inactives show at the highest dose activity, positive = re-replication, most hits filed as activators. actives 2.9% (n = 350,000). AID 624296, 2012; further: potency means the concentration at half of the fitted maximal effect; % of control where 0% means no effect; nearly all actives have a fitted effect of over 50% in size
The depositor's hits bear a star; i = inactive; u = inconclusive; x = no result given; & = joins results of further samples; [ ] = dose if it differs, or a comment. Unless noted, the call rests on the fitted dose curve; in most records, active means well fitted curve in the direction sought with a large enough effect; inconclusive means small, poorly fitted or top-dose-only effect, or another doubt; inactive means no such curve, though single readings can be large; an effect the other way counts as inactive or inconclusive.

SMILES | IL-1B inflam inh | HepG2 tox | HT1080 IDH1KD tx | S2 tox | SW480 rerep | ATXN2 expr inh | KB-3-1 tox | HT1080-NT tox | MCF10A rereplic
Cc1nn(C)cc1/C=N/NC(=O)c1sc2ccccc2c1Cl | -20 | -18% | -20% | i | -4% | -18% | 1% | -9% | 3%
C=CCn1c2ccccc2c2nnc(SCN3C(=O)c4ccccc4C3=O)nc21 | -17 | -20% | -17% | i | 1% | -23% | -17% | -11% | 0%
Cc1nn(-c2ccccc2)c(Cl)c1C(=O)OC(C)C(=O)Nc1ccc2c(c1)OCO2 (stereo unspecified) | 3 | -31% | -5% | i | -3% | -2% | 3% | -4% | 1%
COc1ccc2c3c([nH]c2c1)C1CC2C(CC(O)C(OC)C2CO)CN1CC3 (stereo unspecified) | 11 | -8% | -1% | i | -19% | 6% | 0% | 3% | -33%[inhibitor]
O=C(CCC(=O)c1cccs1)Nc1ncccc1O | 6 | 6% | 0% | i | -4% | 2% | 10% | 5% | -4%
Cc1c(NC(=O)C(C)OC(=O)CCc2c[nH]c3ccccc23)c(=O)n(-c2ccccc2)n1C (stereo unspecified) | 25 | 0% | 1% | i | -9% | -12% | -7% | 8% | 6%
Nc1ncnc2[nH]c(=S)[nH]c12 | -2 | -7% | -15% | i | 10% | -8% | -18% | -9% | 10%
CC(C)CC(=O)Nc1c2c(nn1-c1ccc([N+](=O)[O-])cc1)CS(=O)(=O)C2 | 17 | 2% | 1% | u | -1% | -21% | -5% | 0% | -2%
CCc1ccc(C(O)c2ncc(-c3ccccc3F)[nH]2)cc1 (stereo unspecified) | 13 | -19% | -29% | i | x | 28% | -7% | 4% | x
CCN(CC(=O)Nc1ccc(NC(C)=O)cc1)C(=O)c1ccc(COc2ccc(C(C)(C)C)cc2)cc1 | -51* | -33% | u | u | -3% | u | u | u | 0%
COc1ccc(/C=C2/N=C3CCCCCN3C2=O)cc1 | -24 | -14% | -5% | i | 0% | 46%[activator] | 2% | 16% | 7%
O=C(CSC1=NS(=O)(=O)c2cc(Cl)ccc2N1)Nc1ccccc1F | 5 | 0% | -1% | i | -3% | 7% | -6% | -10% | 2%
O=C(Cn1sc2ccccc2c1=O)N1CCN(C(=O)c2ccco2)CC1 | 28 | -14% | 9% | i | 3% | 1% | 8% | 6% | 2%
CC(=O)NC(CC(=O)NCCN1C(=O)S/C(=C\c2ccccc2)C1=O)c1ccccc1 (stereo unspecified) | -21 | 0% | 3% | i | 0% | 3% | 5% | -1% | -15%
CCC1CCCCN1S(=O)(=O)c1ccc2c(c1)CCN2C(=O)C1CCC1 (stereo unspecified) | -15 | -6% | u | i | 0%[9.22 µM] | -15% | -4% | u | 4%
COc1ccc(C2CC(=O)N(CC(=O)Nc3ccc(C)c(Cl)c3)c3ccccc3S2)cc1OC (stereo unspecified) | x | -10% | x | i | x | 11% | u | x | x
Cc1ccccc1NC(=O)c1ccc2nccnc2c1 | -4 | 9% | -2% | i | 2% | 15% | -8% | 3% | 1%
CC(C)CN(C(=O)c1cc(=O)[nH]c2ccccc12)c1c(N)n(Cc2ccccc2)c(=O)[nH]c1=O | -15 | -6% | 5% | i | -318%[inhibitor] | 0% | 0% | 13% | -21%
O=C(CSc1oc(-c2ccco2)nc1S(=O)(=O)c1ccccc1)NCC1CCCO1 (stereo unspecified) | 13 | -42% | 1% | i | 3% | u | -4% | -4% | 3%
O=C(CSc1nnnn1-c1ccc2c(c1)CCC2)Nc1ccc2c(c1)OCCO2 | 7 | -47% | -9% | i | 1% | 15% | -7% | u | 20%
O=C(NNC(=S)Nc1ccccc1Cl)c1ccncc1 | 17 | -1% | -2% | i | -6% | 25% | 9% | 0% | 0%
C[c-]1[c-](C)[c-](C)[c-](C)[c-]1C.[Fe].c1cc2nccc(N3CCCC3)[c-]2c1 (stereo unspecified) | 0&-2 | -59%&-10% | 3%&-27% | i | -15%&-2% | 2%&0% | -3%&14% | -11%&-5% | 10%&-8%
Cc1cccc(/C(N)=N/OC(=O)c2ccccc2Cl)c1 | 45 | -2% | -12% | i | u | 0% | -22% | -7% | -3%
Cc1ccc(Nc2nc(N)[nH]c(=O)c2N=O)cc1 | 0 | 5% | -27% | i | -3% | x | 2% | -28% | 17%
CCCc1nnc(NC(=O)CCC(=O)N2CCN(Cc3ccc(OC)c(F)c3)CC2)s1 | 50 | -13% | 7% | i | -1% | -17% | 2% | 13% | 8%
Carrying on:
SMILES | IL-1B inflam inh | HepG2 tox | HT1080 IDH1KD tx | S2 tox | SW480 rerep | ATXN2 expr inh | KB-3-1 tox | HT1080-NT tox | MCF10A rereplic
CCN1CCN(C(=O)Cn2nc(C)c3sc4ccccc4c3c2=O)CC1 | 16 | 1% | 5% | i | -1% | 7% | 10% | 0% | 0%
Cc1ccc(C(=O)OC(C)C(=O)c2cc(C)c(C)cc2C)o1 (stereo unspecified) | 18 | 1% | 6% | i | -1% | 0% | 2% | 6% | 3%
CC1(C)Cc2c(ccc3ccccc23)/C(=C/C(=O)N2CCCCC2)N1 | -62* | -1% | u | i | u | -37% | -1% | u | u
Cn1c(SCC(=O)N2CCOCC2)nnc1-c1ccco1 | 10 | -1% | -1% | i | -2% | 7% | -4% | 3% | -2%
COc1cc(C2NCCC(=O)C2(C)C)cc(OC)c1OC (stereo unspecified) | 38 | -4% | -1% | i | -7% | 5% | -6% | -2% | -5%
Cc1ccc(S(=O)(=O)CCC(=O)OCC(=O)N(C)CC(=O)Nc2ccc(F)cc2)cc1 | -25 | 14% | -26% | i | -51%[inhibitor] | 17% | 5% | -14% | 17%
Cc1ccc(C(C)C)c(OCC(=O)Nn2c(C)nc3ccccc3c2=O)c1 | 23 | -39% | -5% | u | 1% | 3% | 1% | -3% | -6%
CNc1ncnc(Sc2nc(N)nc3nc[nH]c23)c1[N+](=O)[O-] | -59* | -61% | 1.3µM* | u | 2.9µM* | u | u | 2.9µM* | u
Cc1ccc(NC(=O)c2cc(NC(=O)c3ccco3)ccc2N2CCOCC2)cc1 | -26 | -17% | -10% | i | -3% | -11% | -3% | -2% | u
CC(C)NC(=O)N(C)C[C@H]1Oc2ccc(NS(=O)(=O)c3ccccc3)cc2C(=O)N([C@H](C)CO)C[C@H]1C | 22 | -7% | 18% | i | 20% | 6% | 13% | 14% | 5%
COc1cc(C(c2sc3ncnn3c2O)N2CCN(c3ccccc3F)CC2)cc(OC)c1OC (stereo unspecified) | -3 | 8% | 0% | i | -7% | 7% | -12% | -1% | 9%
O=C(CNC(=O)c1ccccc1)OCc1cc(=O)n2nc(C3CC3)sc2n1 | x | -9% | x | i | x | 6% | 5% | x | x
CCN1CCCC1CNC(=O)c1cc(OC)c(OC)c(OC)c1 (stereo unspecified) | 0 | -3% | 3% | i | -5% | 1% | 0% | 8% | 21%
Cc1cccc(CSCCNC(=S)Nc2ccccc2)c1 | u | -29% | -11% | i | 0% | 8% | u | -10% | 17%
CCOc1ccc(-c2nnn(CC(=O)NCc3cccs3)n2)cc1 | 15 | -6% | 2% | i | u | 7% | -2% | 14% | u
Cc1ccc([N+](=O)[O-])cc1S(=O)(=O)NCc1cccnc1 | 26 | 12% | 18% | i | -8% | -23% | 2% | 7% | -10%
O=C(O)c1ccc2c(c1)S(=O)(=O)c1cc(N3CCN(c4cnccn4)CC3)ccc1C2=O | 1 | 2% | 5% | i | x | 21% | 6% | 1% | x

Only MCF10A rereplic, IL-1B inflam inh and SW480 rerep, for some of the entries so far:
mol,MCF10A rereplic,IL-1B inflam inh,SW480 rerep
Cc1ccc(C(=O)OC(C)C(=O)c2cc(C)c(C)cc2C)o1 (stereo unspecified),3%,18,-1%
CC1(C)Cc2c(ccc3ccccc23)/C(=C/C(=O)N2CCCCC2)N1,u,-62*,u
Cn1c(SCC(=O)N2CCOCC2)nnc1-c1ccco1,-2%,10,-2%

3 compounds already listed, ordered by length of the SMILES, low to high.
SMILES | IL-1B inflam inh | HepG2 tox | HT1080 IDH1KD tx | S2 tox | SW480 rerep | ATXN2 expr inh | KB-3-1 tox | HT1080-NT tox | MCF10A rereplic
O=C(CCC(=O)c1cccs1)Nc1ncccc1O | 6 | 6% | 0% | i | -4% | 2% | 10% | 5% | -4%
Cc1ccc([N+](=O)[O-])cc1S(=O)(=O)NCc1cccnc1 | 26 | 12% | 18% | i | -8% | -23% | 2% | 7% | -10%
CC(=O)NC(CC(=O)NCCN1C(=O)S/C(=C\c2ccccc2)C1=O)c1ccccc1 (stereo unspecified) | -21 | 0% | 3% | i | 0% | 3% | 5% | -1% | -15%

Taken from the results shown for reference:
SMILES | IL-1B inflam inh | HepG2 tox | HT1080 IDH1KD tx | S2 tox | SW480 rerep | ATXN2 expr inh | KB-3-1 tox | HT1080-NT tox | MCF10A rereplic
Cc1ccc([N+](=O)[O-])cc1S(=O)(=O)NCc1cccnc1 | 26 | 12% | 18% | i | -8% | -23% | 2% | 7% | -10%
O=C(O)c1ccc2c(c1)S(=O)(=O)c1cc(N3CCN(c4cnccn4)CC3)ccc1C2=O | 1 | 2% | 5% | i | x | 21% | 6% | 1% | x
